GALK inhibitor = qHTS Assay for Inhibitors of Human Galactokinase (GALK); AID 1868, 2009; Potency, µM (doses to about 57.5 µM), for inactives: at the top dose activity change, negative = inhibition, usual class: inhibitors; hit rate 0.007% among 270,000; Purified GALK, Kinase-Glo residual ATP luminescence; note: potency is the fitted concentration of half-maximal effect
Target sequence (P51570 whole entry, looked up): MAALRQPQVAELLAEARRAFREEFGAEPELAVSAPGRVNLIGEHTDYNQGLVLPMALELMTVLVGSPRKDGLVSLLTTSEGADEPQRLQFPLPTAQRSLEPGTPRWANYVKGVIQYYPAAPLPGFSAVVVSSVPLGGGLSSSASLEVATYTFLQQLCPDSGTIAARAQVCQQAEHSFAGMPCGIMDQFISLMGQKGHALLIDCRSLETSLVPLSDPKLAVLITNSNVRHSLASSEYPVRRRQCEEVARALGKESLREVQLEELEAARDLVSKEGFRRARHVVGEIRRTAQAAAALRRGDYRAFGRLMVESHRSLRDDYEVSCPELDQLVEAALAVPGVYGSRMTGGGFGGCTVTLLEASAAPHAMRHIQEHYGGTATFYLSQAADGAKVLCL
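Kinase-Glo Plus luminescence measured ATP left after a 1 h room-temperature reaction. The reaction used 5 nM GALK, 100 uM galactose and 35 uM ATP at pH 8.0 (20 mM HEPES, 5 mM MgCl2, 60 mM NaCl, 1 mM DTT, 0.01% BSA).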
KCNH2 3.1 block = qHTS for Inhibitors of KCHN2 3.1: Mutant qHTS; Potassium voltage-gated channel subfamily H member 2, brain isoform KCNH2 3.1 (human); U2OS KCNH2 3.1, thallium flux FluxOr; hits give low values; activity change, % (tested at about 1.8 µM); hit rate 0.95% among 340,000;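 active = maximum activity change below -70%; inconclusive = maximum activity change from -70% to -50%; inactive = maximum activity change above -50%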;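 note: thallium influx rate constant from kinetic fluorescence after stimulation buffer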
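Kinetic fluorescence (2 min after stimulation buffer) measures Tl+ influx through KCNH2 3.1 expressed by viral transduction in U2OS cells; the rate constant is normalized against DMSO controls serving as positive and negative references.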
uPA generation = qHTS for Inhibitors of Cell Surface uPA Generation. cell surface uPA generation assay, qHTS. Potency, µM (highest dose often 38.3 µM), for inactives: at the highest dose activity change, negative = inhibition, hits mostly inhibitors. hit rate 0.31% among 330,000. AID 540303, 2011; active = well fitted inhibition curve with a large enough effect; inconclusive = small, poorly fitted or top-dose-only effect; inactive = no such curve, though single readings can be large or run the other way; tested in mouse RAW 264.7 cells; note: potency is the fitted concentration of half-maximal effect; nearly all actives have a fitted effect of over 55% in size
B2AR arrestin = qHTS assay of beta-arrestin-biased ligands of beta2-adrenergic receptor; Beta-2 adrenergic receptor (Homo sapiens), P07550; beta-arrestin recruitment to beta2AR, cell-based reporter; Potency, µM (titrated, usually from 46.1 µM), inactives show at the top dose activation, usual class: activators; hit rate 0.02% among 330,000;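 note: potency is the fitted concentration of half-maximal effect; 0% = DMSO controls and full agonism = EC100 isoproterenol or metaproterenol; nearly all actives have a fitted effect of over 65% in size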
PKM2 activator = qHTS Assay for Activators of Human Muscle isoform 2 Pyruvate Kinase; Pyruvate kinase PKM (Homo sapiens), P14618; purified PKM2, Kinase-Glo ATP luminescence, activation; response scale: 0% is enzyme alone, no compound; Potency, µM (doses to about 57.5 µM), for inactives: at the highest dose activation, usual class: activators; hit rate 0.34% among 260,000; note: potency is the fitted concentration of half-maximal effect; nearly all actives have a fitted effect of over 55% in size
Target sequence (P14618 whole entry, looked up, canonical isoform): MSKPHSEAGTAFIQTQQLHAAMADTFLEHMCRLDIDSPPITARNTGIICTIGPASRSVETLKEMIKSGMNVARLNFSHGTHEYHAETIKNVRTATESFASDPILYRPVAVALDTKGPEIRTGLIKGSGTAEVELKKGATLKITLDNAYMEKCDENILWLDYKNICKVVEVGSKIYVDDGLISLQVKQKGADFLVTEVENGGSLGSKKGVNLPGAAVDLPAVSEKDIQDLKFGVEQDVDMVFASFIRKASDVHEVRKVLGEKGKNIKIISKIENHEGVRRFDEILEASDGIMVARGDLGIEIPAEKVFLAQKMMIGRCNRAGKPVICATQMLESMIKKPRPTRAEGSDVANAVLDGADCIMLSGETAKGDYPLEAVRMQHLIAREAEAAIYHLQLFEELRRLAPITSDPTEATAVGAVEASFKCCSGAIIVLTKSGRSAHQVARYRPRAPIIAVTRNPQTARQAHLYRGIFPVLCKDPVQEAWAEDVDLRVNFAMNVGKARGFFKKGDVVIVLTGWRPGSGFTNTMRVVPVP
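Kinase-Glo luminescence reports ATP generated from ADP (0.1 mM) and PEP (0.5 mM) by purified hPK-M2 after 1 h at room temperature, pH 7.2 imidazole buffer; intermediate enzyme activity allows detecting inhibitors and activators.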
hERG WT inh = qHTS for Inhibitors of KCHN2 3.1: Wildtype qHTS. Voltage-gated inwardly rectifying potassium channel KCNH2 (Homo sapiens), Q12809. U2OS, BacMam KCNH2, thallium flux FluxOr; hits give low values. activity change, % at 1.84 µM. hit rate 0.37% among 340,000;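 active = maximum activity change below -70%; inconclusive = maximum activity change between -70% and -50%; inactive = maximum activity change above -50%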
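U2OS cells were transduced with wild-type KCNH2 virus (2.03 x 10^8 / mL) for 4 h at room temperature, then cultured overnight at 37 C. Thallium flux was read with FluxOr dye. Rate constants were normalized to DMSO controls.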
Eya2 phos inh = qHTS Assay for Inhibitors of the Phosphatase Activity of Eya2; Protein phosphatase EYA2 (Homo sapiens), O00167; recombinant Eya2, OMFP fluorescence dephosphorylation (OMFP is methylfluorescein phosphate); Potency, µM (doses to about 76.9 µM), for inactives: at the highest dose activity, negative = inhibition, most hits filed as inhibitors; hit rate 0.006% among 330,000; note: potency is the fitted concentration of half-maximal effect
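Eya2 (0.2 uM) preincubated 10 min at ambient with compound, then OMFP substrate added at 50 uM; 10 min reaction in 50 mM HEPES pH 7.5, 50 mM NaCl, 5 uM MgCl2, 0.05% BSA, 1 mM DTT. Fluorescence read at Ex 485/Em 525 nm.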
USP2a inh = qHTS Assay for Inhibitors of Ubiquitin-specific Protease USP2a Using CHOP2 as the Reporter. USP2 core, Ub-CHOP2 coupled fluorogenic reporter, 485/531. Potency, µM (top dose mostly 38.3 µM), without a hit: top-dose activity change, negative = inhibition, usual class: inhibitors. Ubiquitin carboxyl-terminal hydrolase 2 (Homo sapiens), O75604. hit rate 0.01% among 330,000;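 note: potency is the fitted concentration of half-maximal effect; plate controls were DMSO wells for no effect and full inhibition by NEM control for full effect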
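USP2 core (10nM final) preincubated 30min RT with compound in 20mM Tris-HCl pH 8.0, 2mM CaCl2, 2mM beta-mercaptoethanol, 0.05% CHAPS; 25nM Ub-CHOP2 plus 25nM reporter substrate added, fluorescence (Ex485/Em531) read after 60min.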
Giardia killer = Small Molecules that selectively kill Giardia lamblia: qHTS. hit rate 0.15% among 340,000. AID 540267, 2011. Giardia lamblia trophozoite viability. activity change, % at 7.66 µM, hits read low; in the data active = activity change below about -80%; inconclusive = between about -30% and that limit;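 note: parasites exposed to compound for two days anaerobically before the ATP read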
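Giardia trophozoites, 100 cells per well, were exposed to compounds for 48 hrs at 37 deg C under anaerobic conditions; viability was then read as ATP content by bioluminescence after 15-30 min at room temperature.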
BCR signal inh = qHTS Assay to Find Inhibitors of Chronic Active B-Cell Receptor Signaling; ABC-DLBCL IkBa-CBG/CBR reporter, luminescence ratio, 4 h; Potency, µM (doses to about 46.1 µM), for the others: at the highest dose ratio change, negative = lower green/red ratio, most hits filed as inhibitors; hit rate 0.05% among 340,000; active = well fitted inhibition curve with a large enough effect in the signal ratio, with a control signal flat, not every such curve was filed as active; inconclusive = small, poorly fitted or top-dose-only effect, or effect the other way, or a change in a side signal; the % refers to the signal ratio;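 note: potency is the fitted concentration of half-maximal effect; plate controls were basal doxycycline-induced cells for no effect and cells given 10 µM MG132 for full effect; MG132 reads +100%, hits lower the ratio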
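Concentration-response series (up to 46 uM) were applied to TMD8 dual-reporter cells for 4 h at 37C with doxycycline. Green/red ratio, after filter-overlap correction, defined %Activity; red signal alone was normalised to basal cells and zero luminescence.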
Coupling enz = qHTS Assay for Inhibitors of Fructose-1,6-bisphosphate Aldolase from Giardia Lamblia: Coupling assay counterscreen | hit rate 0.67% among 290,000 | activity change, negative = inhibition, % at 58.2 µM, hits read low | coupling enzyme system counterscreen, AmpLite Red fluorescence; in the data active = activity change below about -30%
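Coupling enzymes only (glyceraldehyde-3-phosphate) + compound, at 57.5 uM final, 10 min RT; add substrate/coupling/AmpLite Red mix, 20 min RT; fluorescence ex 525/em 598 nm. Actives flag coupling-system interference.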
* marks the source's active call; other numbers are inactive results; i = inactive; ? = inconclusive; · = not tested or not shown; [ ] = dose if it differs, or a comment. Unless noted, calls come from the whole dose curve; as a rule, active = well fitted curve in the direction sought with a large enough effect; inconclusive = small, poorly fitted or top-dose-only effect, or another doubt; inactive = no such curve, though single readings can be large; an effect the other way counts as inactive or inconclusive. Unless noted, % is set by controls: 0 for no effect and ±100 for the full control effect.

SMILES	GALK inhibitor	KCNH2 3.1 block	uPA generation	B2AR arrestin	PKM2 activator	hERG WT inh	Eya2 phos inh	USP2a inh	Giardia killer	BCR signal inh	Coupling enz
COCCNC(=O)Cn1cc(/C=C(\C#N)C(=O)NC2CCCC2)c2ccccc21	5%	?	-6%	-0.2%	0%	2	-18%	-1%	-6	0%	5
Cc1cc(NC(=O)CSc2cc(C)c3ccccc3n2)no1	·	-19	0%	-0.2%	·	-2	-5%	-2%	8	-1%	·
O=[N+]([O-])c1ccccc1/C=C/C=N/n1c(-c2ccco2)n[nH]c1=S	1%	3	-3%	-0.9%	-14%	-25	-8%	0%	-5	?	3
O=c1oc2c(CN3CCOCC3)c(O)ccc2c2c1CCCC2	5%	-5	0%	-0.2%	1%	2	11%	2%	22	?	0
Cc1ccc(C)c(N=Nc2ccc(O)c3ncccc23)c1	0%	23	?	0.1%	-14%	0	16%	2%	13	2%	-7
COc1cc(CC(=O)NCC2COc3ccccc3O2)cc(OC)c1OC (configuration not stated)	-2%	-3	-3%	0.0%	-5%	0	18%	2%	16	?	0
C=CCn1c(SCC(=O)Nc2ccc(F)cc2)nc2cc(C(=O)O)ccc2c1=O	5%	-3	1%	-0.2%	0%	-10	4%	3%	-22	2%	7
O=C1NN(c2ccccc2)C(=O)/C1=C\c1ccc(-c2cc([N+](=O)[O-])ccc2O)o1	6%	4	3%	-0.5%	-6%	-1	-11%	-3%	-5	?	6
Cc1ccccc1NC1=NS(=O)(=O)c2ccccc21	0%	1	3%	2.8%	0%	-285*	9%	2%	-6	3%	2
Cc1cc(Cl)c(OCCCNCc2ccccc2)c(Br)c1	0%	1	-1%	0.2%	5%	0	10%	0%	3	-16%	3
CC(C)(C)Nc1nc(NCc2cccnc2)nc(N2CCOCC2)n1	1%	-1	-3%	-0.5%	-2%	-1	-9%	2%	-16	?	0
O=C(OCC(=O)c1ccco1)c1ccc2ncsc2c1	-3%	-5	2%	-0.2%	-2%	1	-8%	-1%	-13	-16%	3
O=C(/C=C/c1ccc(Cl)cc1Cl)Nc1cccc(S(=O)(=O)NC2=NCCC2)c1	8%	10	4.5µM*	-0.1%	-6%	·	11%	-1%	?	?	2
Cc1ccc(CN2C(=O)NC(Cc3c[nH]c4ccccc34)C2=O)cc1 (configuration not stated)	·	5	2%	-0.4%	-17%	30	2%	2%	-22	-4%	-3
CCN(Cc1cccs1)C(=O)CN1CCN(S(=O)(=O)c2ccc3c(c2)OCCCO3)CC1	·	-5	-3%	-0.1%	·	1	25%	1%	-13	-1%	·
COc1cccc(C2=NOC(C(=O)NCCN3CCOCC3)C2)c1 (configuration not stated)	3%	3	·	-0.4%	-1%	-27	3%	1%	-8	0%	3
Cc1ccc(-n2nc3c(c2NC(=O)c2ccco2)CS(=O)C3)c(C)c1 (configuration not stated)	·	-10	14%	0.0%	·	-8	-3%	1%	-6	21%	·
COc1cc(CCC(=O)OCC(=O)Nc2ccccc2F)cc(OC)c1OC	0%	-10	-2%	-0.3%	-3%	4	0%	1%	2	-1%	0
Cc1cccc(-c2nnc(NC(=O)c3ccc(Cl)cc3)o2)c1	0%	4	·	-0.4%	2%	38	-8%	-1%	?	0%	-2
COc1ccc(NCc2nc3ccccc3n2C)cc1	6%	-2	?	0.1%	-5%[11.5 µM]	6	3%	0%	-7	-1%	0

In the list so far, these contain a furan ring, fused or not:
SMILES	GALK inhibitor	KCNH2 3.1 block	uPA generation	B2AR arrestin	PKM2 activator	hERG WT inh	Eya2 phos inh	USP2a inh	Giardia killer	BCR signal inh	Coupling enz
O=[N+]([O-])c1ccccc1/C=C/C=N/n1c(-c2ccco2)n[nH]c1=S	1%	3	-3%	-0.9%	-14%	-25	-8%	0%	-5	?	3
O=C1NN(c2ccccc2)C(=O)/C1=C\c1ccc(-c2cc([N+](=O)[O-])ccc2O)o1	6%	4	3%	-0.5%	-6%	-1	-11%	-3%	-5	?	6
O=C(OCC(=O)c1ccco1)c1ccc2ncsc2c1	-3%	-5	2%	-0.2%	-2%	1	-8%	-1%	-13	-16%	3
Cc1ccc(-n2nc3c(c2NC(=O)c2ccco2)CS(=O)C3)c(C)c1 (configuration not stated)	·	-10	14%	0.0%	·	-8	-3%	1%	-6	21%	·

Following part:
SMILES	GALK inhibitor	KCNH2 3.1 block	uPA generation	B2AR arrestin	PKM2 activator	hERG WT inh	Eya2 phos inh	USP2a inh	Giardia killer	BCR signal inh	Coupling enz
CCN(CC)S(=O)(=O)c1ccc(C)c(C(=O)Oc2cccc(-c3cnc4ccccc4n3)c2)c1	·	·	0%	8.3%	15%	46	4%	0%	-15	0%	-5
COc1ccc(N(CC(=O)NCCC2=CCCCC2)S(=O)(=O)c2ccccc2)cc1	-1%	-13	-19%	-0.6%	-4%	4	-4%	8%	-7	4%	-3
O=c1c(C(c2c(O)nc3n(c2=O)CCS3)c2cccc3ccccc23)c(O)nc2n1CCS2	-1%	10	0%	0.0%	-3%	-1	8%	-1%	15	-2%	9
COc1cccc(CNC(=O)Cn2cccc2C(=O)c2ccccc2C)c1	-2%	22	9%	-0.7%	·	17	-6%	0%	8	-1%	·
COc1cccc(C(=O)NCC(=O)N2CCC3(CC2)NCCc2[nH]cnc23)c1OC	5%	-2	3%	-0.9%	·	8	3%	-1%	-7	2%	·
Cc1oc(-c2ccccc2Cl)nc1CS(=O)(=O)CC(=O)N1CCOCC1	·	-44	16%	-0.2%	0%	4	2%	4%	7	4%	-5
O=C(N=C1c2ccccc2CN1c1ccc(F)c(Cl)c1)c1cccnc1Cl	-1%	·	·	-0.3%	-2%	·	-1%	-2%	·	0%	-4
Cc1cc(C)n2cc(-c3ccc(Cl)cc3)c(C(=O)O)c2n1	3%	-1	-3%	0.1%	-3%	-4	-1%	0%	-14	?	-11
O=C1NC(C(F)(F)F)(C(F)(F)F)N=C2SC=CN12	-2%	5	5%	-0.3%	-1%	0	0%	1%	-3	-5%	4
Cc1nn(Cc2ccccc2)c(Cl)c1C(=O)OCC#N	-2%	28	-8%	-0.1%	8%	·	?	1%	-5	?	5
CCN(CC)S(=O)(=O)c1ccc(NC(=O)CNC2CCCCC2)cc1	0%	-3	-7%	0.4%	·	-3	11%	3%	-9	-3%	6
CN(CCOc1ccccc1)CC(=O)Nc1ccc([N+](=O)[O-])cc1Cl	4%	10	-5%	-0.1%	3%	-17	-2%	0%	-11	7%	0
Cc1cccc(NC(=S)N2CCN(S(=O)(=O)c3ccc(F)cc3)CC2)c1	5%	4	0%	-0.2%	-2%	-7	-17%	3%	2	0%	3
O=C(CN1C(=O)C(=O)N(C2CCCC2)C1=O)Nc1cc(Cl)ccc1[N+](=O)[O-]	·	9	4%	0.4%	·	15	-16%	5%	8	0%	·
CS(=O)(=O)c1cccc(-c2nnc(NC(=O)c3ccc4ncsc4c3)o2)c1	·	-3	-27%	-0.1%	·	-10	5%	1%	-2	-10%	·
Cc1[nH]c2ccc(Cl)cc2c(=O)c1CN1CCCC1	-3%	-3	8%	0.5%	12%	i	-7%	0%	-2	-10%	-3
CCOC(=O)C1CCN(C(=O)c2ccc(N(C)S(C)(=O)=O)cc2)CC1	4%	-19	2%	0.1%	4%	-14	21%	5%	11	7%	0
COc1cc(C(=O)NCCNc2nc3ccc(C)cc3cc2C#N)cc(OC)c1OC	2%	0	9%	0.1%	1%	13	0%	0%	39[activator]	?	0
O=C(O)C[C@]1(C(=O)Nc2ccc(F)cc2)CC(/C=C/c2ccccc2)=NO1	·	-3	1%	-0.1%	·	-5	3%	3%	-2	4%	7
O=C(C1=C[C@H](c2coc3ccccc3c2=O)C[C@H](OCCCCO)O1)N1CCN(Cc2ccc3c(c2)OCO3)CC1	1%	·	-4%	-0.6%	3%	·	2%	3%	5	-20%	1
COc1ccc(CC2(CO)CCN(S(=O)(=O)c3sccc3C)CC2)cc1	4%	3	·	-0.3%	-6%	3	-16%	-5%	-19	-2%	-2
O=C(NCCc1ccc(F)cc1)Nc1ccccc1	-5%	6	-5%	0.3%	-1%	5	-3%	0%	8	?	2
